All columns: NCI-60 one-dose screen, growth in % after 48 h at 10 µM unless noted; 100 = growth as untreated, 0 = no growth, -100 = all killed.
UO-31 = UO-31 renal cancer; AID 1794768; 81,000 tested, 5.2% active
786-0 = 786-0 renal cancer cells | 81,000 tested, 5.1% active | AID 1794775
SN12C = SN12C renal cancer cells. 81,000 tested, 3.8% active
RXF 393 = RXF 393 renal cancer cells; 77,000 tested, 6.9% active; AID 1794773
CAKI-1 = CAKI-1 renal cancer | 75,000 tested, 4.7% active | AID 1794772
A498 = A498 renal cancer cells; 76,000 tested, 5.4% active
TK-10 = TK-10 renal cancer cells; 81,000 tested, 3.9% active; AID 1794769
ACHN = ACHN renal cancer; 81,000 tested, 4.9% active; AID 1794771
An asterisk follows results filed as active; . = no result given; & = joins results of further samples; ! = repeats disagree. Rule for the calls: active = growth percent below 10; inactive = the rest. Compounds as they come (roughly 10% active in at least one column).

no.	structure	UO-31	786-0	SN12C	RXF 393	CAKI-1	A498	TK-10	ACHN
1	CC(=O)NC(Cc1ccc(O)c(CN2CCCCC2)c1)C(=O)O (configuration not stated)	87	100	93	102	91	110	115	103
2	Nc1nc(=O)c2cccnc2c(=O)[nH]1	87	102	100	108	92	99	99	106
3	CCOc1ccc(NC(=O)CC(C)O)cc1 (configuration not stated)	94	103	95	99	109	112	122	96
4	O=S(=O)(NC1CC2CCC1C2)c1ccc2c(c1)C(=NO)c1cc(S(=O)(=O)NC3CC4CCC3C4)ccc1-2 (configuration not stated)	-93*	31	35	-9.7*	-98*	89	96	-95*
5	CC(=O)OCC1CCCCO1 (configuration not stated)	112	107	101	107	86	.	110	113
6	CCCCCCc1ccc(C(=O)Nc2ccc(C)cc2C(=O)O)cc1	68	107	103	105	84	111	127	94
7	O=C(N=Nc1c(Cl)c(O)c2ccccc2c1O)C(=O)Nc1cccc(C(F)(F)F)c1	39	90	13	81	55	85	116	58
8	Nc1nc(-c2ccc(Cl)cc2)cc(-c2cc(-c3ccc(Cl)cc3)nc(N)n2)n1	89	109	102	101	92	137	110	106
9	Cc1ccc(-c2c3c(N)nc(-c4cccnc4)nc3nc3c2c(C)nn3-c2ccccc2)cc1	66	81	83	79	84	75	95	40
10	COc1ccc2[nH]c(=O)c(CSc3ccc(Nc4nccc(-c5ccc6ccccc6c5)n4)cc3)cc2c1	87	92	100	.	100	101	111	103

Next part
no.	structure	UO-31	786-0	SN12C	RXF 393	CAKI-1	A498	TK-10	ACHN
11	CCO/C=N/C1=C(C#N)C(c2ccc(Cl)cc2)c2c(c3cc(C)ccc3[nH]c2=O)O1 (configuration not stated)	64	.	83	75	58	66	105	86
12	CCOP(=O)(CCCCCCP(=O)(OCC)OCC)OCC	94	108	101	113	102	107	112	96
13	CN1CCN(CC#CCn2c3c(c4ccccc42)C[C@]2(C)[C@H]4CC[C@@H]5[C@H]6[C@H]7OC(=O)[C@@]6(CCC7(C)C)CC[C@@]5(C)[C@]4(C)CC[C@H]2C3(C)C)CC1	67	107	53	67	52	72	161	91
14	CC(C)Oc1nc(-c2cccnc2)nc2c1sc(=S)n2-c1ccccc1	80	98	92	105	.	96	123	100
15	O=C(CN1C(=O)S/C(=C\c2ccc(Br)cc2)C1=O)Nc1ccc(C(=O)/C=C/c2cc3ccccc3nc2Cl)cc1	72	88	89	94	79	73	91	90
16	Oc1ccc(N2CCOCC2)cc1	92	96	103	96	92	89	98	100
17	O=C1Nc2ccc(Br)cc2/C1=N/N=C/c1cccc(F)c1	73	103	97	110	91	82	142	92
18	COc1cc(C2=NN(c3ccc(Cl)cc3)C(c3cccc(Nc4ccnc5cc(C(F)(F)F)ccc45)c3)C2)cc(OC)c1OC (configuration not stated)	65	91	92	79	.	76	81	93
19	Nc1nc(-c2cc(Cl)cc(Cl)c2)cc(-c2cc(-c3cc(Cl)cc(Cl)c3)nc(N)n2)n1	.	101	89	104	86	111	111	108
20	O=C1/C(=C/c2ccc(Br)cc2)Oc2ccc(O)c(O)c21	52	88	72	74	66	62	111	52

Next records follow:
no.	structure	UO-31	786-0	SN12C	RXF 393	CAKI-1	A498	TK-10	ACHN
21	CC(=O)c1ccc2c(c1)N(CCCN1CCN(CCO)CC1)c1ccccc1S2	2.4*!	-18*!	54&99	-8.2*!	16&77	29&85	28&86	31&96
22	CCn1c(Sc2nnc(NC(=O)CCSC(=S)N3CCCC3)s2)nc2c1c(=O)n(C)c(=O)n2C	84	99	100	104	91	92	95	97
23	Fc1cnccc1-c1nc2ccc3[nH]ncc3c2c2c1CCCC2	12	28	26	-24*	-4.2*	0.7*	14	7.4*
24	Cn1c(=O)[nH]c2nc(SCC(=O)Nc3ccc(C(=O)/C=C/c4ccccc4)cc3)[nH]c2c1=O	85	97	98	.	86	92	110	102
25	O=NC1C(Cl)C2CC1C1COCC21 (configuration not stated)	93	102	105	.	.	115	89	105
26	COc1ccc(/C=C/C(=O)c2ccc(NC(=O)CSc3nnc(-c4ccc(OC)c(OC)c4)o3)cc2)cc1OC	96	103	101	108	.	106	98	.
27	COc1ccc(CNc2cccc3[nH]c(C(F)(F)F)nc23)cc1OC	86	95	103	107	87	91	90	116
28	CCCCN(CCCC)CC(N)=O	105	98	100	110	89	100	103	102
29	COc1cccc(NC(=O)c2ccc(NC(=O)CCl)s2)c1	62	-87*	-14*	57	54	108	55	66
30	CCOc1c2ccc(Cl)cc2nc2ccc(OC)cc12	64	96	92	95	73	51	111	87

From no. 12 to 28, copied from above:
no.	structure	UO-31	786-0	SN12C	RXF 393	CAKI-1	A498	TK-10	ACHN
12	CCOP(=O)(CCCCCCP(=O)(OCC)OCC)OCC	94	108	101	113	102	107	112	96
13	CN1CCN(CC#CCn2c3c(c4ccccc42)C[C@]2(C)[C@H]4CC[C@@H]5[C@H]6[C@H]7OC(=O)[C@@]6(CCC7(C)C)CC[C@@]5(C)[C@]4(C)CC[C@H]2C3(C)C)CC1	67	107	53	67	52	72	161	91
14	CC(C)Oc1nc(-c2cccnc2)nc2c1sc(=S)n2-c1ccccc1	80	98	92	105	.	96	123	100
15	O=C(CN1C(=O)S/C(=C\c2ccc(Br)cc2)C1=O)Nc1ccc(C(=O)/C=C/c2cc3ccccc3nc2Cl)cc1	72	88	89	94	79	73	91	90
16	Oc1ccc(N2CCOCC2)cc1	92	96	103	96	92	89	98	100
17	O=C1Nc2ccc(Br)cc2/C1=N/N=C/c1cccc(F)c1	73	103	97	110	91	82	142	92
18	COc1cc(C2=NN(c3ccc(Cl)cc3)C(c3cccc(Nc4ccnc5cc(C(F)(F)F)ccc45)c3)C2)cc(OC)c1OC (configuration not stated)	65	91	92	79	.	76	81	93
19	Nc1nc(-c2cc(Cl)cc(Cl)c2)cc(-c2cc(-c3cc(Cl)cc(Cl)c3)nc(N)n2)n1	.	101	89	104	86	111	111	108
20	O=C1/C(=C/c2ccc(Br)cc2)Oc2ccc(O)c(O)c21	52	88	72	74	66	62	111	52
21	CC(=O)c1ccc2c(c1)N(CCCN1CCN(CCO)CC1)c1ccccc1S2	2.4*!	-18*!	54&99	-8.2*!	16&77	29&85	28&86	31&96
22	CCn1c(Sc2nnc(NC(=O)CCSC(=S)N3CCCC3)s2)nc2c1c(=O)n(C)c(=O)n2C	84	99	100	104	91	92	95	97
23	Fc1cnccc1-c1nc2ccc3[nH]ncc3c2c2c1CCCC2	12	28	26	-24*	-4.2*	0.7*	14	7.4*
24	Cn1c(=O)[nH]c2nc(SCC(=O)Nc3ccc(C(=O)/C=C/c4ccccc4)cc3)[nH]c2c1=O	85	97	98	.	86	92	110	102
25	O=NC1C(Cl)C2CC1C1COCC21 (configuration not stated)	93	102	105	.	.	115	89	105
26	COc1ccc(/C=C/C(=O)c2ccc(NC(=O)CSc3nnc(-c4ccc(OC)c(OC)c4)o3)cc2)cc1OC	96	103	101	108	.	106	98	.
27	COc1ccc(CNc2cccc3[nH]c(C(F)(F)F)nc23)cc1OC	86	95	103	107	87	91	90	116
28	CCCCN(CCCC)CC(N)=O	105	98	100	110	89	100	103	102

Following part.
no.	structure	UO-31	786-0	SN12C	RXF 393	CAKI-1	A498	TK-10	ACHN
31	O=C(CCN1CCCCC1)c1ccc([N+](=O)[O-])o1	98	124	97	101	108	100	114	109
32	O=C1NC(c2ccccc2)Cc2ccncc21 (configuration not stated)	86	95	91	115	98	104	100	107
33	COc1cc(Cn2cc3c(c2-c2cc(OC)c(OC)c(OC)c2)CCCc2cnoc2-3)cc(OC)c1OC	74	98	87	110	48	.	128	92
34	C=CCOc1c(C(C)C)cc(C(N)=O)cc1C(C)C	92	98	109	111	.	108	99	101
35	C=C(C)[C@@H]1CC[C@]2(C(=O)N[C@H](CO)Cc3ccccc3)CC[C@]3(C)[C@H](CC[C@@H]4[C@@]5(C)Cc6c([nH]c7ccccc67)C(C)(C)[C@@H]5CC[C@]43C)[C@@H]12	63	39	18	27	44	63	67	18
36	C1=CC2CCC1CC2c1ccccc1 (configuration not stated)	93	101	100	101	94	88	107	98
37	C=CCOc1cc(C)ccc1C	97	99	102	.	93	85	125	115
38	CN(C)c1ccc(/C=C2\Cc3cc(F)ccc3C2=O)cc1	82	78	102	114	100	117	.	106
39	Cc1ccc2c(c1)[nH]c1ccccc12	95	95	104	123	98	90	103	112
40	CCOC(=O)c1cc(C(=O)c2cc(OC)cc(OC)c2)n2nc(-c3ccc(Cl)cc3)ccc12	86	107	95	102	.	86	117	99
41	O=Nc1c(-c2ccccc2)[nH]oc1=O	87	103	95	92	100	99	102	112
42	O=C1C2Nc3ccccc3N=C2OC1c1cccc([N+](=O)[O-])c1 (configuration not stated)	.	106	91	111	84	134	136	91

Bioassay records (PubChem)
